# Source: PubChem
# GSTO1 inh = GSTO1 inhibition, counter-screen for RBBP9 inhibitors; P78417; recombinant GSTO1, activity-based probe fluorescence polarization; inhibition, % at 5.96 µM; 300,000 tested, 1.1% active; AID 1974;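 active = inhibition above the campaign mean inhibition plus 3 SD, cut at about 35% in these data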;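 note: 0% = GSTO1-1 with DMSO and 100% = wells lacking GSTO1-1 enzyme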
# TPT1 inh = inhibitors of Candida albicans tRNA 2'-phosphotransferase TPT1 | recombinant caTPT1, FP RNA substrate dephosphorylation | inhibition, % at 5 µM | 300,000 tested, 0.81% active | AID 1962;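 active = inhibition above the mean of all tested compounds plus 3 SD, set per screening campaign, cut at about 24% in these data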;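 note: plate controls were DMSO alone for no effect and ferristatin control at 100 nM for full effect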
# Bcl-xL primary = blocks human Bcl-xL binding to Bim BH3 peptide | Q07817 | GST-Bcl-xL / FITC-Bim BH3 peptide fluorescence polarization | inhibition, % at 10.9 µM | 320,000 tested, 0.7% active | AID 2129;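 active = inhibition above the mean of all tested compounds plus 3 SD, cutoff set per campaign, cut at about 30% in these data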;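 note: 0% = DMSO wells and 100% = unlabeled Bim-BH3 peptide competitor; inhibitors lower millipolarization by displacing the labeled peptide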
# Fam108B inh = counter-screen for RBBP9 inhibitors: inhibitors of mouse Fam108B | AID 1947 | recombinant Fam108B, FP-Rh probe fluorescence polarization | 300,000 tested, 0.33% active | inhibition, % at 9.51 µM;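 active = inhibition above the screen mean inhibition plus 3 SD, computed separately per campaign, cut at about 18% in these data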;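 note: inhibitors lower polarization as less probe binds the enzyme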
# PAD4 FP inh = blocks human protein arginine deiminase 4 | Q9UM07 | recombinant PAD4, RCA probe fluorescence polarization | inhibition, % at 6.36 µM | 330,000 tested, 0.41% active;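 active = percent inhibition above a cutoff equal to the mean of all tested compounds plus 3 SD, cut at about 15% in these data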;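 note: 0% = PAD4 with RCA probe and DMSO and 100% = probe without PAD4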
# PME-1 inh = blocks human protein phosphatase methylesterase 1; recombinant PME-1, FP-Rh probe fluorescence polarization; inhibition, % at 5.9 µM; 320,000 tested, 0.53% active; AID 2130;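 active = inhibition above the campaign mean of all compounds plus 3 SD, cut at about 26% in these data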;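 note: competitive labeling of PME-1 active site by serine hydrolase directed probe; 0% = PME-1 with DMSO and 100% = wells lacking PME-1 enzyme; inhibitors block probe labeling so polarization falls and inhibition rises; many of its hits are not listed in these tables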
# MCL1 BIM primary = disrupts human MCL1 binding to BIM-BH3 peptide; GST-MCL1 / FITC-Bim-BH3 fluorescence polarization; Q07820; AID 2057; 320,000 tested, 0.68% active; inhibition, % at 10.9 µM;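 active = inhibition above the mean inhibition of all tested compounds plus 3 SD, set per campaign, cut at about 40% in these data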;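 note: 0% = DMSO wells and 100% = unlabeled Bim-BH3 peptide control; higher means more loss of mP so more displacement of Bim peptide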
# MEX-5 binding = C. elegans MEX-5 TCR-2 RNA binding activity. Q9XUB2. MEX-5/FITC-TCR2 RNA binding, fluorescence polarization; hits give low values. activity score (negative = inhibition of binding), % at 10 µM. 300,000 tested, 0.38% active;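 active = inhibition past about -25% in most replicates, and total fluorescence under double the plate's negative control median, limit read from the data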;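 note: 0% = DMSO and -100% = 5 µM competing unlabeled TCR2 RNA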
# Target sequence (Q9XUB2 whole entry, looked up): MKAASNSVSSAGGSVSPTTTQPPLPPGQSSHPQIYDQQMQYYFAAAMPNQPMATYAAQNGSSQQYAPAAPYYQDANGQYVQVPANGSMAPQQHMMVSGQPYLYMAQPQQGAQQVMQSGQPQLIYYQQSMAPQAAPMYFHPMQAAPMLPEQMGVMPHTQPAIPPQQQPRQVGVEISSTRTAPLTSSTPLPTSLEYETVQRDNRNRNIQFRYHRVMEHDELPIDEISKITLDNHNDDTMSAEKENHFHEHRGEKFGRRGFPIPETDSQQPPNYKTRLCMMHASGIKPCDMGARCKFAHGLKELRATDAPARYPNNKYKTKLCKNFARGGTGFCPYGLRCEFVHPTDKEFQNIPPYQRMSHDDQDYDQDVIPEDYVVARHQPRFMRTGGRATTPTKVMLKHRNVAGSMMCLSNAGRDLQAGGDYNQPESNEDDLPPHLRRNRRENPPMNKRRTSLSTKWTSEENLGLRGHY
# GLD-1 TGE inh = GLD-1-TGE RNA interaction inhibition (C. elegans). Q17339. purified GLD-1 + fluorescein TGE RNA, fluorescence polarization. inhibition, % at 5.96 µM. 320,000 tested, 0.44% active;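 active = percent inhibition above a per-plate cutoff, the plate mean of test compounds plus 3 SD, cut at about 30% in these data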;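 note: 0% = DMSO wells with GLD-1 and probe and 100% = wells lacking GLD-1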
# Target sequence (Q17339 whole entry, looked up): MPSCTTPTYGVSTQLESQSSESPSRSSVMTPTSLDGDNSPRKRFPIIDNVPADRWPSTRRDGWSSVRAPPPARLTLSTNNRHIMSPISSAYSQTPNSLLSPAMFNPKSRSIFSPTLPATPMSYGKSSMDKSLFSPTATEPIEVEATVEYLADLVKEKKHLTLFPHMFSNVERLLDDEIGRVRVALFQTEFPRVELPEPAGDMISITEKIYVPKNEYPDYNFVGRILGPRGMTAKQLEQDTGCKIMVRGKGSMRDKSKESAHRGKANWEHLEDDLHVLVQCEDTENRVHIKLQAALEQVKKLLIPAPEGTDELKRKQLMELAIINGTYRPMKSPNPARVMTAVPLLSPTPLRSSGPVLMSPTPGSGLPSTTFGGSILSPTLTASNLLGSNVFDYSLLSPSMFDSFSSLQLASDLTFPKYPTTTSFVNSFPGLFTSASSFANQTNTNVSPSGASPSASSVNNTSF
# * = called active by the depositor; . = not tested or not shown. Only part of the results is shown; the hit share may differ from the screen's.
SMILES,GSTO1 inh,TPT1 inh,Bcl-xL primary,Fam108B inh,PAD4 FP inh,PME-1 inh,MCL1 BIM primary,MEX-5 binding,GLD-1 TGE inh
Cc1ccc([N+](=O)[O-])cc1NC(=O)c1ccc(C(C)(C)C)cc1,-6,1,1,0,0,3,-10,1.3,7
O=C(N/N=C/c1cccc(Cl)c1)c1c(O)c2c([nH]c1=O)CCCC2,-2,-1,-5,-7,-5,-8,-3,2.9,-1
O=C1C=C(Nc2cccc(Cl)c2)CC(c2ccco2)C1 (configuration not stated),1,-1,5,1,-6,-2,3,0.6,0
COc1ccc(-c2[nH]ncc2CN2CCC(N3CCSCC3)CC2)c(F)c1,-1,-5,-5,1,-4,-1,-6,-2.3,-8
CCc1cccc(C)c1NC(=O)CSc1nc2ccccc2n1CC(=O)N(C)C,0,3,9,4,-7,3,5,.,4
Clc1cc(Cl)c(Cl)c(Cl)c1Cl,.,.,4,.,2,-3,6,.,0
O=C(O)c1cccnc1Br,6,-6,4,0,0,-1,-4,1.7,0
CC1CCN(C(=O)CNC(=O)c2ccc(Cl)cc2Cl)CC1,4,-1,-1,-3,-2,3,-8,2.7,-7
O=C1C(=O)N(c2ccccc2)c2ccccc21,9,-2,0,2,4,0,5,-0.1,5
COC(=O)N/N=C/c1cc([N+](=O)[O-])cc(Br)c1O,-7,2,2,-1,1,-8,9,-4.1,6
CCN(C(=O)C1=COCCO1)c1nc2c(C)cccc2s1,10,-3,-2,-1,3,5,2,1.6,19
Cn1c(=NC(=O)CS(=O)(=O)c2ccccc2)sc2ccccc21,-10,-2,1,-1,0,-2,-4,1.6,-2
O=C(CN1CCN(S(=O)(=O)c2ccccc2)CC1)NC(=O)NCc1ccccc1,6,2,2,-4,-1,-2,-2,0.8,1
CC(C)N1CCN(Cc2ccc(-c3ccccc3Cl)o2)CC1CCO (configuration not stated),4,-2,4,-1,0,0,3,3.2,2
CCCc1nc2oc3c(=O)[nH]cnc3c2c2c1COC(C)(C)C2,-5,-3,6,6,-6,2,7,2.3,5
Cc1ccc(CNc2ncnc3cc(Cl)ccc23)cc1,-4,-2,5,1,1,-5,9,2.1,-8
O=C(NC1CC1)C(=O)c1c(-c2ccccc2)[nH]c2ccccc12,2,-5,4,2,0,0,11,-0.8,1
Cn1nc(C(F)(F)F)c(CO)c1Sc1ccc(F)cc1,2,-2,4,1,-1,0,-5,-0.8,-1
CC1CCCC(C)N1C(=O)c1cccc2c1-c1ccccc1/C2=N/O (configuration not stated),-4,0,7,3,-1,-6,2,.,8
Cc1ccc(SCc2ccc(C(=O)Nc3ccccc3C(=O)NC(C)C)cc2)cc1,3,-1,6,-2,-4,-6,0,-0.8,3
Cc1cc(C)cc(NC(=O)N2CCN(S(C)(=O)=O)CC2)c1,0,5,3,0,-3,-4,-6,0.3,5
O=C(Nc1cc(C(F)(F)F)ccc1Cl)C(Sc1nnc(-c2cccs2)o1)c1ccccc1 (configuration not stated),-11,2,0,2,3,1,-2,0.0,11
CCC(=O)NCCCCCCNC(=O)CC,1,0,2,4,1,5,5,0.0,4
O=C(CSC1=NCCS1)Nc1ccnc2ccccc12,8,1,5,-1,2,-7,4,-3.4,4
CCOC(=O)C(C)Sc1nnc(CNC(=O)c2ccc(OC)cc2)n1C1CCCCC1 (configuration not stated),-1,-3,1,7,-2,3,2,-2.0,8
Cc1ccc(C)c(CN2C(=O)COc3ccccc32)c1,-3,2,-2,-3,2,1,-1,-3.6,5
Cc1c(C(=O)NCc2ccc3c(c2)OCO3)cccc1[N+](=O)[O-],-4,-1,4,-3,-1,3,6,0.2,4
CCCCN(CCCC)CCNC(=O)c1cn(C)c2ccc(S(=O)(=O)N3CCCC3)cc2c1=O,4,1,2,-5,-5,4,0,2.1,-2
O=C(NCCn1ccc2ccccc21)c1ccc(S(=O)(=O)N2CCCCC2)cc1,6,0,-1,0,-3,12,-4,-2.8,3
Cc1ccc(S(=O)(=O)NC(=O)NC(=O)N(C)S(=O)(=O)c2ccc(C)cc2)cc1,0,0,0,-3,-8,-2,2,-0.5,1
CC(NC(=O)CCc1nnc(CCCc2ccccc2)o1)c1ccccc1 (configuration not stated),6,0,7,2,0,-4,3,0.8,5
O=C(NCc1ccccc1C(F)(F)F)C1CCC(=O)N(C2CC2)C1 (configuration not stated),3,0,7,2,-3,0,7,-1.2,-4
CCOc1ccccc1NC(=S)Nc1ncccc1C,0,-3,6,2,-5,5,8,-0.7,7
COc1ccc(C(=O)CSC2=NS(=O)(=O)c3cc(Cl)ccc3N2)cc1,-5,-1,5,-2,1,-5,5,1.7,1
CC(=O)N1c2ccc(S(=O)(=O)NCCC(=O)N3CCC(C)CC3)cc2CC1C (configuration not stated),5,-4,-2,7,-1,2,2,-0.8,2
CCOC(=O)c1cccc(NS(=O)(=O)Cc2ccccc2)c1,2,5,2,-1,-4,1,10,0.0,-4
COc1ccc(C(=O)NC2CCN(CC(=O)N3CCCCC3)CC2)cc1,8,3,3,2,1,-1,3,1.1,5
Cc1ccc(Nc2nc3c([nH]2)c(=O)[nH]c(=O)n3C)cc1,9,3,1,0,1,-1,-4,-1.5,2
COc1cccc(NC(=O)CSc2nc(C)cs2)c1,-3,1,4,-4,-7,-6,11,2.1,-6
CCCOc1ccc(/C=C/C(=O)NC2CCCCC2)cc1,0,0,0,0,1,-6,1,2.1,2
Cc1c(OCC(=O)NCCCN2CCOCC2)ccc2c3c(c(=O)oc12)CCCC3,7,-2,2,1,0,8,1,1.2,1
CC(=O)c1cccc(NC(=O)c2c(F)c(F)c(F)c(F)c2F)c1,-5,-1,-1,3,8,1,-1,2.1,8
C/C=C\C=C/C(=O)Nc1cccc(C2=NOC3(C2)C[C@H](C(N)=O)N(C(=O)Cc2ccc([N+](=O)[O-])cc2)C3)c1 (some centres not stated),-7,1,8,-4,-2,-2,2,3.2,2
CC1=C(C(=O)OCc2ccc3c(c2)OCO3)C(c2ccc(F)cc2)NC(=O)N1 (configuration not stated),-13,-3,-1,-1,-3,4,-1,3.0,5
CCC(c1nnc(SCC(=O)Nc2nnc(-c3ccccc3)o2)n1Cc1ccccc1)N(C)C (configuration not stated),4,-3,-11,2,-4,3,-2,-0.5,-2

# Compound profiles (already shown). Order of values: GSTO1 inh | TPT1 inh | Bcl-xL primary | Fam108B inh | PAD4 FP inh | PME-1 inh | MCL1 BIM primary | MEX-5 binding | GLD-1 TGE inh
# Cc1c(OCC(=O)NCCCN2CCOCC2)ccc2c3c(c(=O)oc12)CCCC3 is listed with 7 | -2 | 2 | 1 | 0 | 8 | 1 | 1.2 | 1
# O=C(NCc1ccccc1C(F)(F)F)C1CCC(=O)N(C2CC2)C1 (configuration not stated) is listed with 3 | 0 | 7 | 2 | -3 | 0 | 7 | -1.2 | -4

# (more compounds)
SMILES,GSTO1 inh,TPT1 inh,Bcl-xL primary,Fam108B inh,PAD4 FP inh,PME-1 inh,MCL1 BIM primary,MEX-5 binding,GLD-1 TGE inh
Cc1ccc(NC(=O)c2ccc(Cl)c(N3C(=O)C=CC3=O)c2)cc1,-12,-3,13,-26,-3,-39,16,0.0,6
CCN(CC)c1ccc(/C=N/NC(=O)Cc2ccc(OC)c(OC)c2)cc1,1,-5,-3,3,4,2,3,-1.4,2
O=C(O)c1ccc(Nc2cc(Cl)c3nonc3c2[N+](=O)[O-])cc1,-41,-3,24,6,-1,4,18,-12,3
Cc1ccc(-c2nnc(Nc3ccc4c(c3)OCO4)c3ccccc23)cc1S(N)(=O)=O,12,-3,4,4,3,9,-1,-2.7,-4
S=C(NCCN1CCOCC1)Nc1cccc2ccccc12,-1,-2,9,-3,-1,7,6,0.8,3
Cc1ccccc1S(=O)(=O)Cc1ccc(C(=O)NCCCN2CCCC2)o1,-2,-1,3,1,0,-7,10,1.7,2
O=C(O)CCCC(=O)N1CC(=O)Nc2ccccc21,7,-1,2,6,-1,3,8,0.5,3
COc1ccc(-n2c(CNc3ccc(C)cc3)nnc2SCC(=O)Nc2nc(-c3ccccc3)cs2)cc1,-1,1,-4,-2,0,-3,3,.,1
COC(=O)CC(N)c1ccc(Br)cc1 (configuration not stated),14,2,3,-2,-2,3,0,0.1,-8
CCS(=O)(=O)N1CCN(c2ccccc2F)CC1,6,-5,7,-2,-5,-4,13,1.6,2
O=C(N1CCOCC1)N1CCCN(C(=O)N2CCOCC2)CC1,-1,-8,5,-7,2,-3,6,-1.0,1
O=C(CNC(=O)/C(=C/c1ccccc1)NC(=O)c1ccc(Br)cc1)OCc1ccccc1,7,1,3,-4,4,1,3,1.0,3
Cc1cccc(-c2cc3nc(C)c(C)c(NCCCn4ccnc4)n3n2)c1,0,-3,7,14,0,7,3,-2.5,4
O=C(CNS(=O)(=O)c1c(Cl)cccc1Cl)OCC(=O)N1CCN(c2ccccc2)CC1,-1,2,-5,-2,-1,-6,-11,-0.7,4
COc1cccc(N2CC(NS(=O)(=O)c3cccnc3)CC2=O)c1 (configuration not stated),-2,-1,3,5,4,6,-1,0.8,-2
O=C(CSCc1c(F)cccc1Cl)NNC(=S)NC1CCCCC1,0,0,1,2,1,5,2,-2.0,7
CCC1CCCCN1C(=O)c1ccc(OC)c(OC2CCN(C(C)C)CC2)c1 (configuration not stated),13,-1,2,-4,-2,-8,1,-2.2,4
O=C(NCc1ccc(N2CCCC2=O)cc1)Nc1cccc(Cl)c1,5,-3,3,-2,-8,-8,4,0.3,1
Cc1onc(-c2ccccc2Cl)c1C(=O)NCc1ccccc1F,-3,2,3,-1,0,7,8,1.6,-3
COc1ccc(Cl)cc1NC(=O)C12CCC(C)(C(=O)O1)C2(C)C (configuration not stated),-1,0,5,-3,0,-9,11,-1.5,-1
O=C(O)c1cccc(C(=O)O)c1,0,-4,2,-1,3,-1,2,0.9,4
CCCCCCCNC(=O)C1(CC2CC(c3ccc(Cl)cc3)=NO2)CCN(C(=O)CCCCCBr)CC1 (configuration not stated),12,-2,10,1,-2,7,7,2.6,-3
O=C(O)c1ccccc1-n1cnnn1,24,-4,7,7,3,2,15,-2.6,3
Cc1nc2sc(C(c3cccc(F)c3)N3CCCCC3)c(O)n2n1 (configuration not stated),0,-4,-2,-4,-1,-3,-2,0.4,1
CCOC(=O)Nc1sc2c(c1C(N)=O)CCC(C)C2 (configuration not stated),8,1,8,-1,-1,7,6,0.2,5
N#CCCN1CCN(C(=O)c2c(N)no[n+]2[O-])CC1,3,2,3,1,1,0,-1,0.8,5
Cc1cc(C)c(S(=O)(=O)Nc2ccccc2-c2ccccc2)c(C)c1,3,1,3,-5,2,6,-1,0.7,5
O=C(Nc1cc2c(cc1Cl)OCCCO2)c1ccco1,1,-1,-1,2,-4,-2,-3,0.3,-2
Fc1ccc(C2=Nn3c(nnc3-c3ccco3)SC2)cc1,3,-6,5,2,2,-2,1,1.4,-2
CS(=O)(=O)N(CCc1ccccc1)CC(=O)N1CCCCC1,0,2,3,-3,3,1,0,0.4,1
O=C(O)c1ccc(/C=N/N2CCN(Cc3ccccc3)CC2)cc1,0,-5,1,2,8,-11,-3,-0.5,1
Cc1ccc(N=C/C(C(=O)C(F)(F)F)=C(\O)c2ccco2)cc1Cl,5,0,-2,-1,-2,7,6,-1.3,-3
S=C(NCc1ccccc1)Nc1nccs1,12,3,-1,1,-4,3,8,3.0,0
Cc1c(Br)c([N+](=O)[O-])nn1CCCC(=O)Nc1c(C)n(C)n(-c2ccccc2)c1=O,4,3,0,-5,4,0,2,0.8,-4
